# Screens: PubChem BioAssay, The Scripps Research Institute Molecular Screening Center
# M5 antag = blocks acetylcholine activation of human M5 receptor; 360,000 compounds, 0.59% hits; inhibition, % at 3 µM; CHO-hM5 cells, Fluo-8 calcium fluorescence, ACh EC80; AID 624040; P08912;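 active = inhibition above a per-plate cutoff, the mean of that plate's test compounds plus 3 SD, cut at about 27% in these data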;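 also: 0% = acetylcholine EC80 with DMSO and 100% = DMSO without agonist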
# CHRM4 agonist = CHRM4 agonism in calcium assay; CHO-K1 hM4/Gqi5, Fluo-8 calcium fluorescence; vehicle 0%, full acetylcholine response 100%; 360,000 compounds, 0.14% hits; activation, % at 3 µM; AID 624127;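 active = activation above the run mean over all test wells plus 3 SD, cut at about 32% in these data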;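 also: peak over basal fluorescence ratio per well then scaled between controls; 0% = DMSO wells and 100% = acetylcholine at EC100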
# Target sequence (P08173 whole entry, looked up): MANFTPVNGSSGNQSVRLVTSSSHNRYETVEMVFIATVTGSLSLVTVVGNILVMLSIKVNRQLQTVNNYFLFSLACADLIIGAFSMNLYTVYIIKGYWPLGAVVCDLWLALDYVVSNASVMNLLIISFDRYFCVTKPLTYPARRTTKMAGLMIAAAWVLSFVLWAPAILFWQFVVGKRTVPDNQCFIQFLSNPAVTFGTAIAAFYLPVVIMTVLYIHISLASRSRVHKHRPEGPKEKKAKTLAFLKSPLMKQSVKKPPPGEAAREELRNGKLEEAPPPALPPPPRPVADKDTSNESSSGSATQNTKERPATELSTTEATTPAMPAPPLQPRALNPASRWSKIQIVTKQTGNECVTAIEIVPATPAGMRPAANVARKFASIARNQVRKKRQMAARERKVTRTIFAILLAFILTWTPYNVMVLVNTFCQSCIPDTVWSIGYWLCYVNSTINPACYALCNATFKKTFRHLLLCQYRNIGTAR
# M5 ag = agonists of human muscarinic M5 receptor (CHRM5); P08912; CHO-K1 hM5 cells, Fluo-8 calcium fluorescence; 0% DMSO wells, 100% maximal acetylcholine response; activation, % at 3 µM; 360,000 compounds, 0.19% hits; AID 624037;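 active = activation above the run's mean over test compounds plus 3 SD, cut at about 23% in these data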;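 also: signal is peak over basal fluorescence ratio across the kinetic read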
# CHRM1 antagonist = human CHRM1 antagonism; CHO-K1 hM1, Fluo-8 calcium fluorescence, ACh EC80 antagonist; inhibition, % at 3 µM; 360,000 compounds, 1.3% hits; AID 588852;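 active = percent inhibition above its own plate's cutoff, namely the mean of that plate's compound wells plus 3 SD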;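 also: peak over basal fluorescence ratio during 140 s after agonist addition; 0% = ACh EC80 plus DMSO and 100% = DMSO alone without agonist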
# CHRM4 antagonist = blocks acetylcholine activation of human M4 receptor. P08173. CHO-hM4 cells, ACh EC80, Fluo-8 calcium fluorescence. inhibition, % at 3 µM. 360,000 compounds, 0.73% hits;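 active = inhibition above its plate's cutoff, the mean inhibition of sample wells plus 3 SD, cut at about 27% in these data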;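 also: 0% = acetylcholine EC80 with DMSO and 100% = DMSO without agonist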
# M5 PAM = positive allosteric modulators of human muscarinic M5 receptor | P08912 | CHO-K1 hM5, Fluo-8 calcium, ACh EC20 PAM; 0% = ACh EC20, 100% = ACh EC100 | activation, % at 3 µM | 360,000 compounds, 0.3% hits | AID 624038;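 active = activation above the run cutoff, the mean activation of all test compounds plus 3 SD, cut at about 18% in these data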
#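 system = human M5 receptor in CHO-K1 cells | compound = one concentration, 3 µM final (nominal) | schedule = Post-acetylcholine fluorescence recording 140 s | signal = Fluo-8 calcium dye fluorescence, kinetic read | benchmarks = low control EC20 acetylcholine (0%), high control EC100 acetylcholine (100%) | repeats = singlicate, one well per test compound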
# M1 PAM = potentiates human M1 receptor response to acetylcholine. P11229. CHO-K1 hM1, Fluo-8 calcium fluorescence, ACh EC20; 0% = ACh EC20, 100% = maximal ACh. activation, % at 3 µM. 360,000 compounds, 0.088% hits; in the data active = activation above about 19%, passing the limit was not always enough
# CHRM1 agonist = activates human CHRM1 receptor; P11229; CHO-K1 hM1, Fluo-8 calcium fluorescence, agonist mode; 0% DMSO, 100% acetylcholine EC100; activation, % at 3 µM; 360,000 compounds, 0.33% hits; AID 588814;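 active = activation above the run's mean compound activation plus 3 SD, cut at about 16% in these data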;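 also: peak over basal fluorescence ratio within a 140 s kinetic read after compound addition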
# TAAR1 agonist = human TAAR1 agonism. Q96RJ0. CHO RD-HGA16 TAAR1, Fluo-8 calcium fluorescence; vehicle wells 0%, saturating PEA agonist 100%. activation, % at 3 µM. 360,000 compounds, 0.99% hits;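 active = activation above the mean activation of all test compounds in the run plus 3 SD, cut at about 38% in these data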
# Target sequence (Q96RJ0 whole entry, looked up): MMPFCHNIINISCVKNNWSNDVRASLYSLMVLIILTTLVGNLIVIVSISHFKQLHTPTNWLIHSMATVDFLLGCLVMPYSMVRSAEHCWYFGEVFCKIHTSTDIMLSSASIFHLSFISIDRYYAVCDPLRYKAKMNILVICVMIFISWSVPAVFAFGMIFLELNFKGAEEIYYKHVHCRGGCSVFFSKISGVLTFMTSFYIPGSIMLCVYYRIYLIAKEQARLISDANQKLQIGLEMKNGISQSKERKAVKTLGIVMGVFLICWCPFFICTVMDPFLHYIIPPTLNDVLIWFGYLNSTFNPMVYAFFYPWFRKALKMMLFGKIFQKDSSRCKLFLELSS
#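 Assay system: CHO-derived RD-HGA16 cells with stable Gα16 and human TAAR1; timing: 17-24 h seeding, 75 min 37 °C dye, 30 min RT; read-out: % activation from peak over basal fluorescence ratio, DMSO-to-PEA scaled; measured by: kinetic Fluo-8 calcium fluorescence; benchmarks: low control DMSO, high control PEA (EC100); doses: 3 µM single concentration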
# * marks the source's active call; other numbers are inactive results. These rows are one share of the data; count on the stated rates, not on these rows.
# Results follow in this order: M5 antag	CHRM4 agonist	M5 ag	CHRM1 antagonist	CHRM4 antagonist	M5 PAM	M1 PAM	CHRM1 agonist	TAAR1 agonist
1	Cc1ccc(N(CC(=O)Nc2cc(C)ccc2C)S(C)(=O)=O)cc1
  9	0	-1	9	1	-5	-3	-1	-1
2	O=C(CN1CCOCC1)NN=C1CCCCCCCCCCC1
  -3	1	-3	-11	-12	5	10	-7	4
3	CCOc1ccc(N(Cc2cc3cc(C)ccc3[nH]c2=O)C(=O)COC)cc1
  0	0	2	-13	12	-1	5	-2	1
4	C1CCC(NC2=NCCC2)CC1
  -8	1	1	-4	6	8	9	-2	4
5	CCn1c(SC)nc(O)c(C(c2ccc(OC)c(O)c2)c2c(O)nc(SC)n(CC)c2=O)c1=O
  1	0	1	-3	2	-7	4	-3	6
6	COc1ccc(C2CCN(CC(=O)N(C)C)CC2O)cc1 (stereo unspecified)
  -6	1	-2	-9	-13	3	3	-4	2
7	CCN(c1ccccc1)c1cc(C)nc2ncnn12
  0	1	1	-5	-9	1	6	-3	7
8	CN(CC(=O)Nc1ccc(Cl)cc1)C(=O)CNC(=O)c1ccc(Br)o1
  1	2	4	5	-1	3	1	-2	17
9	O=C(Nc1nc2ccc(Cl)cc2s1)C1CC1
  12	2	1	0	4	-4	13	-2	8
10	CCOc1c(Br)cc(C(=O)N2CCCN(C)CC2)cc1OC
  12	6	-3	1	2	-9	-1	-7	-1
11	CCCCOc1ccc(C(=O)NCC(=O)NCC2CCCO2)cc1 (stereo unspecified)
  -6	0	0	-9	2	4	2	-3	0
12	CCC(C)(C)n1nnnc1C(c1cc2cc(C)ccc2[nH]c1=O)N1CCCc2ccccc21 (stereo unspecified)
  -3	2	-4	-10	4	-4	3	-8	16
13	CCOc1ccc2oc(-c3ccccc3)c(C(N)=O)c2c1
  2	7	-1	4	-2	-3	-2	-8	-2
14	OCC1(CCc2ccccc2)CCN(Cc2cc(Cl)ccc2O)CC1
  10	3	-10	13	7	-3	-3	-6	17
15	Cc1ccnc(SCCn2c(N3CC(C)CC(C)C3)nc3c2c(=O)n(C)c(=O)n3C)n1 (stereo unspecified)
  -1	1	-1	4	-1	0	1	-2	6

# Some of these compounds in order of the CHRM4 antagonist value, smallest number first:
entry	mol	M5 antag	CHRM4 agonist	M5 ag	CHRM1 antagonist	CHRM4 antagonist	M5 PAM	M1 PAM	CHRM1 agonist
2	O=C(CN1CCOCC1)NN=C1CCCCCCCCCCC1	-3	1	-3	-11	-12	5	10	-7
15	Cc1ccnc(SCCn2c(N3CC(C)CC(C)C3)nc3c2c(=O)n(C)c(=O)n3C)n1 (stereo unspecified)	-1	1	-1	4	-1	0	1	-2
1	Cc1ccc(N(CC(=O)Nc2cc(C)ccc2C)S(C)(=O)=O)cc1	9	0	-1	9	1	-5	-3	-1

# Further records
# Results follow in this order: M5 antag	CHRM4 agonist	M5 ag	CHRM1 antagonist	CHRM4 antagonist	M5 PAM	M1 PAM	CHRM1 agonist	TAAR1 agonist
16	O=C(CN(Cc1ccco1)C(=O)c1ccc(N2CCCC2=O)cc1)Nc1ccccc1C(F)(F)F
  5	9	5	5	-6	1	0	-2	4
17	CCOc1ccc(-n2cnc3c(=O)[nH]c(N)nc32)cc1
  -2	1	-1	-6	-11	2	9	-2	-1
18	COc1ccnc(CSC(N)=Nc2ccccc2OC)c1
  3	0	-6	19	-4	-8	-7	-6	5
19	COc1ccc(NC(=S)N2CCN(C(=O)c3ccco3)CC2)cc1
  -4	2	-5	-14	4	7	14	5	4
20	COc1cc(C(=O)OCC(=O)NCc2ccccc2)cc(NC(=O)c2ccco2)c1OC
  -1	5	-9	-2	1	-5	0	-1	6
21	COc1ccc(C2=NN(C(=O)CSc3nnc(-c4ccccc4F)o3)C(c3ccco3)C2)cc1 (stereo unspecified)
  -1	1	0	6	9	0	-8	-10	-1
22	CC1=CC(C)(C)n2c(O)c(N=NC(N)=S)c3c(C)c(C)cc1c32
  2	1	0	-15	-2	2	6	-3	-2
23	COc1ccccc1-n1nnnc1SCC(=O)Nc1ccc(C)c(N)c1
  3	6	4	-1	-11	-4	1	2	1
24	Cc1nn(C)cc1C(=O)c1ccccc1
  21	21	5	39	12	-15	-12	1	1
25	CCN(CC)C(=O)C1=C(C)N(Cc2ccc(C(C)(C)C)cc2)C(=O)C(CC(=O)NCc2ccco2)C1 (stereo unspecified)
  -12	2	-1	-3	-7	-1	-2	-6	-2
26	c1ccc(-c2c[nH]c3[n+]2CCCCC3)cc1
  -1	2	-11	-16	-2	-17	-9	-5	3
27	O=C(c1ccco1)N1CCN(c2nc(C3CC3)nc3c2nnn3Cc2ccccc2Cl)CC1
  -7	0	-1	-20	-3	-6	6	-3	5
28	Nc1nonc1-n1nnc(C(=O)N/N=C/c2cccc(F)c2)c1-c1ccc2c(c1)OCO2
  8	3	3	10	-6	-4	-7	1	44*
29	O=C(CSc1nnc(-c2ccccc2F)n1C1CCCCC1)Nc1cc(C(=O)O)ccc1Cl
  4	-1	0	-4	4	0	2	-1	5
30	O=C(CNC(=O)c1ccc(Cl)cc1)OCc1nc2ccccc2s1
  18	3	1	0	-5	-8	-2	-6	6

# Results follow in this order: M5 antag	CHRM4 agonist	M5 ag	CHRM1 antagonist	CHRM4 antagonist	M5 PAM	M1 PAM	CHRM1 agonist	TAAR1 agonist
31	COc1ccc(C(=O)Nc2c(N)nc(SCC(=O)NCC3CCCO3)[nH]c2=O)cc1OC (stereo unspecified)
  13	0	-4	-6	6	-11	3	-1	2
32	COc1ncccc1-c1nnn(-c2ccc(F)cc2)n1
  8	1	0	11	1	2	-7	-5	7
33	O=C(O)CCCC(=O)NCCCCc1ccccc1
  -4	0	-3	-8	2	2	9	-7	30
34	Cc1ccc2nc(C)c(CN3CCN(c4ccc([N+](=O)[O-])cc4Cl)CC3)n2c1
  38*	12	-2	37*	26*	-14	-20	-6	43*
35	COc1ccccc1Nc1nc(-c2sc(NC(=O)c3ccco3)nc2C)cs1
  18	10	0	17	-5	-10	-4	-5	13
36	OCC[C@H]1C[C@H](O)[C@@H](O)[C@]2(CCc3ccccc3CO2)O1
  -7	2	5	8	9	6	13	9	9
37	CC(=O)Nc1cc2c(c(Cl)c1Cl)-c1ccccc1C2=O
  9	1	2	-17	-6	2	9	0	0
38	Cc1cc2c(cc1S(=O)(=O)NC1CCCCC1C)OCC(=O)N2 (stereo unspecified)
  0	3	-3	18	6	-2	1	0	7
39	COc1c(C)cccc1C(=O)Nc1ccc(CN2CCOCC2)cc1
  -1	1	-2	-7	3	1	5	-9	2
40	C=CCOC(=O)C(C#N)c1nc2ccccc2nc1N1CCN(c2ccccc2OC)CC1 (stereo unspecified)
  2	1	-4	8	9	0	-7	-3	8
41	CCOc1ccc(NC(=O)c2cnccn2)cc1
  2	0	-3	-7	-4	4	-6	-2	2
42	COCCNC(=O)C1CCCN(C(=O)c2sccc2C)CC1 (stereo unspecified)
  0	2	-1	-4	1	-2	-2	0	4
43	O=C(OCC(=O)c1c[nH]c2ccccc12)c1ccc(OC(F)F)cc1
  6	9	1	1	-17	-9	0	1	11
44	O=C(Nc1ccc(F)cc1)Nc1csc2ccccc12
  23	13	7	25	10	-23	-12	4	3
45	CCNC(=O)CCn1nc(-c2ccc(C)cc2)c2ccccc2c1=O
  6	1	-7	-7	5	3	8	-4	-3

# Results follow in this order: M5 antag	CHRM4 agonist	M5 ag	CHRM1 antagonist	CHRM4 antagonist	M5 PAM	M1 PAM	CHRM1 agonist	TAAR1 agonist
46	CCn1cc(Cl)c(C(=O)Nc2cccc(CN3CCOCC3)c2)n1
  -2	1	-5	-20	-2	7	12	-2	2
47	COc1ccc(N(C(=O)c2ccco2)C(C(=O)NC2CCCC2)c2cccnc2)c(OC)c1 (stereo unspecified)
  5	1	0	-5	5	0	6	-3	7
48	CC1(C(=O)N/N=C/c2ccc([N+](=O)[O-])o2)CC1(Br)Br (stereo unspecified)
  -3	1	-1	0	3	-2	5	-4	5
49	COc1ccccc1N(CC(O)CN1CCCCC1)S(=O)(=O)c1ccc(C)cc1 (stereo unspecified)
  11	0	-4	-7	13	3	5	-10	1
50	COc1cccc(C(=O)NNC(=O)c2cccc3ccccc23)c1
  16	3	2	-18	-3	-16	8	2	4
51	CCCCOC(=O)Nc1ccc(S(=O)(=O)Nc2cc(C)nc(C)n2)cc1
  1	0	2	2	2	0	1	-2	2
52	Cc1ccc(S(=O)(=O)c2c(C)cc(C)nc2Oc2cccc(C(F)(F)F)c2)cc1
  10	-3	-8	10	4	-17	-10	-5	0
53	CC(NC(=O)CSc1ncccn1)c1ccc(Cl)cc1Cl (stereo unspecified)
  -1	1	-5	2	1	-2	3	-4	8
54	CCCCn1c(NCc2ccccc2O)nc2ccccc21
  2	2	-2	-8	-6	-4	-2	-8	-1
55	CSc1cccc(NC(=O)NCc2cccc(CNC(=O)Nc3cccc(SC)c3)c2)c1
  -3	0	6	-14	-5	7	10	-3	2
56	CCn1c(-c2ccccc2)c(C(=O)CC#N)c2ccccc21
  -2	0	-8	3	2	0	1	-13	8
57	CCc1nc2ccc(C(=O)N3CCCC(C(N)=O)C3)cn2c1N(C=O)CC (stereo unspecified)
  17	0	0	-11	-10	-3	7	-2	1
58	CN(CCOc1ccccc1)C(=O)c1ccc2c(=O)n3c(nc2c1)CCC3
  2	2	1	1	4	1	-2	-5	2

# Taken from above.
# CC(=O)Nc1cc2c(c(Cl)c1Cl)-c1ccccc1C2=O | M5 ag: 2
# COc1cccc(C(=O)NNC(=O)c2cccc3ccccc23)c1 | M5 ag: 2
# COCCNC(=O)C1CCCN(C(=O)c2sccc2C)CC1 (stereo unspecified) | M5 ag: -1
# COc1ccnc(CSC(N)=Nc2ccccc2OC)c1 | M5 PAM: -8
# O=C(CNC(=O)c1ccc(Cl)cc1)OCc1nc2ccccc2s1 | M1 PAM: -2
# CN(CCOc1ccccc1)C(=O)c1ccc2c(=O)n3c(nc2c1)CCC3 | CHRM1 agonist: -5

# From compound 46 up to 49, copied from above:
# Results follow in this order: M5 antag	CHRM4 agonist	M5 ag	CHRM1 antagonist	CHRM4 antagonist	M5 PAM	M1 PAM	CHRM1 agonist	TAAR1 agonist
46	CCn1cc(Cl)c(C(=O)Nc2cccc(CN3CCOCC3)c2)n1
  -2	1	-5	-20	-2	7	12	-2	2
47	COc1ccc(N(C(=O)c2ccco2)C(C(=O)NC2CCCC2)c2cccnc2)c(OC)c1 (stereo unspecified)
  5	1	0	-5	5	0	6	-3	7
48	CC1(C(=O)N/N=C/c2ccc([N+](=O)[O-])o2)CC1(Br)Br (stereo unspecified)
  -3	1	-1	0	3	-2	5	-4	5
49	COc1ccccc1N(CC(O)CN1CCCCC1)S(=O)(=O)c1ccc(C)cc1 (stereo unspecified)
  11	0	-4	-7	13	3	5	-10	1
